# Source: PubChem
# DT40 TDP1 no CPT – qHTS for Inhibitors of human tyrosyl-DNA phosphodiesterase 1 (TDP1): qHTS in cells in absence of CPT. actives 15% (n = 420,000). Potency, µM (highest dose often 46.2 µM), for inactives: top-dose activity change, negative = growth inhibition, hits mostly inhibitors. DT40 Tdp1-/- hTDP1 cells, no CPT, ATP luminescence, 48 h. AID 686978, 2013; note: nearly all actives have a fitted effect of over 55% in size
#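 No-CPT arm: Tdp1-/-;hTDP1 DT40 cells (400/well) plus compounds, incubated ≥48 hr at 37 °C. Readout CellTiter-Glo luminescence.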
# TDP1 cell CPT – DT40-hTDP1 cell growth loss with CPT; AID 686979; chicken DT40 Tdp1-/-;hTDP1 cells + 20 nM CPT, ATP luminescence, 48 h; Potency, µM (highest dose often 46.2 µM), for inactives: top-dose activity change, negative = growth inhibition, usual class: inhibitors; actives 12% (n = 420,000); note: nearly all actives have a fitted effect of over 55% in size
#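 Cell growth measured by CellTiter-Glo luminescence after a minimum 48 h, 37 C compound exposure with 20 nM CPT in Tdp1-knockout DT40 cells stably expressing hTDP1, seeded 400/well; qHTS titration format.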
# KAT2A inh – inhibitors of human GCN5L2 histone acetyltransferase | Q92830 | GCN5L2 HAT assay, ThioGlo1 CoA-SH fluorescence | Potency, µM (titrated, usually from 58.9 µM), for the others: at the top dose activity change, negative = inhibition, hits mostly inhibitors | actives 0.21% (n = 390,000)
# Target sequence (Q92830 whole entry, looked up): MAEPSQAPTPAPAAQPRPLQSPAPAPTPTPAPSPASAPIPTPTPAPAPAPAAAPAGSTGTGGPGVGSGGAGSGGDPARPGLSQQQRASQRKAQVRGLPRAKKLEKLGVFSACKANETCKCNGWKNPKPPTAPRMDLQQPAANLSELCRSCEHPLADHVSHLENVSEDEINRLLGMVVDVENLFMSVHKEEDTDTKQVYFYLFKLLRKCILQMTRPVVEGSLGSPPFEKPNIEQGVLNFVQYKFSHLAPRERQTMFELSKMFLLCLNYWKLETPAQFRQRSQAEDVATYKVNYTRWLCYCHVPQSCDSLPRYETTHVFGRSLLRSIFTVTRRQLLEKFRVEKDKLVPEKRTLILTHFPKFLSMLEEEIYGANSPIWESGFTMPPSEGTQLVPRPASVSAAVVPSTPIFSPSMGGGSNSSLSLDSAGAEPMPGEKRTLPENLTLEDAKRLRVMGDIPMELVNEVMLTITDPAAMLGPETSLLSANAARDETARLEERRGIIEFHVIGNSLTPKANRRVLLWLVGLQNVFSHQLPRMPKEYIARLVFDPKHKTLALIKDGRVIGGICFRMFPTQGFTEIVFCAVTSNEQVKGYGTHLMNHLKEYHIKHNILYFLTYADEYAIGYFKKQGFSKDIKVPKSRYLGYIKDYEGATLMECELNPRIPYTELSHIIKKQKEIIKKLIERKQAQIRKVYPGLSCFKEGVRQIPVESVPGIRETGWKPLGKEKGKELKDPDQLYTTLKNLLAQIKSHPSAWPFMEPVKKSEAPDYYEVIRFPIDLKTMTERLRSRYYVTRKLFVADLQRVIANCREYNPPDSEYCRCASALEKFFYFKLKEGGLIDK
#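 GCN5L2 (20 nM) in 50mM HEPES pH 7.5, 0.1mM EDTA, 0.01% Tween-20 preincubated 15 min with compounds at room temperature. Reaction started with H3(1-25) 75uM, acetyl-CoA 70uM, ThioGlo1 50uM; CoA-thiol fluorescence (Ex340/Em540) read at 0 and 20 min.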
# Numbers without * were called inactive; ? = inconclusive; / = not tested or not shown; & = joins results of further samples; [ ] = remark or other dose. Calls come from the whole dose curve; as a rule, active = well fitted curve in the direction sought with a large enough effect; inconclusive = small, poorly fitted or top-dose-only effect, or another doubt; inactive = no such curve, though single readings can be large; an effect the other way counts as inactive or inconclusive. % is set by controls: 0 for no effect and ±100 for the full control effect; potency is the fitted concentration of half-maximal effect.
# Every second line gives: DT40 TDP1 no CPT, TDP1 cell CPT, KAT2A inh
> Cc1ccc(-n2ncc3c(NCCCn4ccnc4)ncnc32)cc1
 : -23%, -3%, 0%
> Cc1ccc(NC(=O)CS(=O)c2ccccc2N)c(C)c1 (stereo unspecified)
 : 13%, 23%, 0%
> COc1cccc(CC(=O)Nn2c(C)nc3ccccc3c2=O)c1
 : -11%, 7%, -5%
> COc1ccc(S(=O)(=O)N2CCOCC2)cc1NC(=O)CSc1n[nH]c(C(C)C)n1
 : -16%, 4%, -7%
> C/C(CC(=O)Nc1cc(C)ccn1)=N\NC(=O)c1cccc(C)c1
 : -18%, -10%, -6%
> O=C1N=c2ccccc2=C1c1sc(=O)[nH]c1O
 : ?, ?, -3%
> Cc1ccc(C(=O)N2C(CC(=O)Nc3ccc(Cl)cc3)C(=O)NC3CCCCC32)cc1 (stereo unspecified)
 : ?, 16µM*, -14%
> COc1ccccc1CN=C1Nc2ccccc2CS1
 : -10%, 5%, ?
> O=C(CSc1cn(CCNC(=O)c2cccs2)c2ccccc12)NCc1ccccc1
 : ?, -94%, -2%
> CCc1nnc(NC(=O)c2cc3c(s2)CCCCC3)s1
 : ?, ?, /
> CCOC(=O)C(=Cc1ccc(-c2ccsc2C(=O)OC)o1)C(=O)OCC
 : ?, 26µM*, -16%
> O=C(c1ccco1)N1CCN(S(=O)(=O)c2ccccc2[N+](=O)[O-])CC1
 : -16%, -27%, -9%
> COc1ccc(S(=O)(=O)N2CCOCC2)cc1
 : -3%, 0%, /
> O=C(CCl)Nc1cc(S(=O)(=O)N2CCCCCC2)ccc1Cl
 : 2.6µM*, 3.7µM*, -3%
> COc1cc(C(=O)N2CCc3ccccc32)c([N+](=O)[O-])cc1OC
 : -14%, 32%[activator], -3%
> CCCn1c(N/N=C\C=C\c2ccccc2)nc2c1c(=O)[nH]c(=O)n2C
 : 16µM*, 15µM*, -6%
> CCCOc1ccc(NC(=O)CC2C(=O)N(CC)C(=S)N2Cc2cccs2)cc1 (stereo unspecified)
 : ?, ?, -22%
> COc1cccc(-c2nc(N3CCN(Cc4ccccc4)CC3)c3ccccc3n2)c1O
 : 16µM*, ?, -2%&3%
> C=CCNC(=O)/C(=C/c1cn(-c2ccccc2)nc1-c1cccc([N+](=O)[O-])c1)NC(=O)c1ccccc1
 : ?, -13%, -2%
> CCCCC1=C([O-])C2N=CC=CC2=[N+](c2ccccn2)C1=O (stereo unspecified)
 : ?, -25%, -3%

# Later entries.
# Every second line gives: DT40 TDP1 no CPT, TDP1 cell CPT, KAT2A inh
> CCn1c(=O)c2sccc2n(Cc2cccc(C)c2)c1=O
 : -17%, -14%, -3%
> Cc1ccc(NC(=O)N2CCC(C(=O)NCCC3=CCCCC3)CC2)cc1
 : -15%, 1%, -5%
> Cc1onc(-c2ccccc2Cl)c1C(=O)Nc1cccnc1
 : -14%, -14%, -7%
> O=C(COC(=O)c1ccc(O)cc1O)Nc1ccc(Cl)cn1
 : -1%, -13%, 0%
> COC(=O)c1ccc(COC(=O)C2CCN(S(=O)(=O)c3ccc(C)c(C)c3)CC2)o1
 : -14%, 0%, 4%
> NNc1ncnc2scc(-c3ccc(Cl)cc3)c12
 : ?, ?, 2%
> CCOc1ccc(CNC(=O)c2ccc3c(c2)c(C)c(C)n3Cc2ccc(Cl)cc2)cc1
 : ?, ?, -6%
> O=C(CC1C(=O)NCCN1C(=O)Nc1ccc(F)cc1)Nc1cc(Cl)ccc1Cl (stereo unspecified)
 : 4%, 7%, -1%
> CCOC(=O)C(Oc1ccc2c(-c3ccccc3)cc(=O)oc2c1C)c1ccccc1 (stereo unspecified)
 : ?, ?, ?
> CCCn1c(N)c(C(c2ccc(OC)cc2)N2CCN(c3ccccc3)CC2)c(=O)[nH]c1=O (stereo unspecified)
 : 5%, -2%, -13%
> Cc1ccc(NC(=O)CS(=O)CC(=O)NCC2OCCc3ccccc32)c(C)c1 (stereo unspecified)
 : -6%, -29%, 1%
> COc1ccc(C(=O)Nc2ccc(O)c3c(=O)cc(-c4cccc(Cl)c4)oc23)cc1
 : -19%, -17%, 0%
> COc1ncc2nc(-c3ccc(Cl)cc3)c(=O)n(Cc3cccs3)c2n1
 : -23%, -8%, -6%
> N#CC(c1ccc(O)cc1)N1CCOCC1 (stereo unspecified)
 : -19%, -1%, -5%
> O=C(Nc1ccc(C(=O)Oc2ccccc2)c(O)c1)c1ccco1
 : ?, ?, -11%
> CCN(CC)CCN1C(=O)C(=O)/C(=C(/O)c2cccc(OC)c2)C1c1ccccn1 (stereo unspecified)
 : 0%, -4%, -4%
> CCOc1cc(C2C(C#N)=C(N)OC3=C2C(=O)CC(C)(C)C3)cc([N+](=O)[O-])c1O (stereo unspecified)
 : 11%, 5%, -6%
> O=C1c2ccccc2-c2cc([N+](=O)[O-])c([N+](=O)[O-])cc21
 : 0.5µM*, 0.4µM*, /
> CCCOc1ccc(Cc2c(Cl)nc(SC)nc2N(C)C)cc1
 : 15µM*, ?, 10%
> COc1ccccc1CCC(=O)N1CCN(C(=O)c2ccccc2)CC1
 : -13%, -17%, -18%

# (listing goes on)
# Every second line gives: DT40 TDP1 no CPT, TDP1 cell CPT, KAT2A inh
> CCN(CC)C(=O)c1sc2nc(-c3cccs3)cc(-c3cccs3)c2c1N
 : ?, -8%, -5%
> Cc1c(NC(=O)CN2C(=O)c3ccc([N+](=O)[O-])cc3C2=O)c(=O)n(-c2ccccc2)n1C
 : 4%, 0%, -10%
> O=C(O)CC1(CC(=O)Nc2ccc(Br)cc2)CCCCC1
 : -2%, 4%, -13%
> OC(CON=C1c2ccccc2-c2ccccc21)CN1CCNCC1 (stereo unspecified)
 : 7.3µM*, 12µM*, -14%
> COc1ccccc1CN1CC(C(=O)N(C)CCc2nc3ccc(F)cc3[nH]2)CCC1=O (stereo unspecified)
 : 1%, 2%, -7%
> O=C(Nc1ccc(Cl)cc1Cl)NC1CCN(S(=O)(=O)c2ccc(F)cc2)CC1
 : ?, ?, -20%
> O=C(Oc1ccccc1)c1ccc2nsnc2c1
 : ?, -5%, -7%
> COC(=O)CNC(=O)CNC(=O)c1nn(-c2ccc(OC)c(Cl)c2)c(=O)c2ccccc12
 : -25%, -22%, 2%
> Cc1ccc(C(=O)NCCN2CCOCC2)cc1S(=O)(=O)N1CCCCC1
 : 9%, 11%, -29%
> COCCn1nnnc1C(c1ccc(C(F)(F)F)cc1)N1CCOCC1 (stereo unspecified)
 : -11%, 0%, 3%
> O=C(O)CCC1(c2ccccc2)NC(=O)NC1=O (stereo unspecified)
 : -14%, -8%, 2%
> Cc1c(Cl)c([N+](=O)[O-])nn1CCCC(=O)Nc1cc(Oc2ccccc2)cc([N+](=O)[O-])c1
 : ?, 21µM*, -6%
> COc1ccccc1CNS(=O)(=O)CCNCCc1ccccc1
 : -9%, -20%, /
> COc1ccc2c(c1)NC(c1ccc(Cl)cc1)=NC(c1cccs1)=N2
 : -76%, 29µM*, -9%
> CSc1ccc(C#N)cc1NC(=O)c1ccc(Cl)nc1
 : -13%, 1%, -18%
> CC1CCc2c(sc(NC(=O)c3cc(-c4ccc(F)cc4)on3)c2C(N)=O)C1 (stereo unspecified)
 : -1%, -7%, -5%
> CC(C)NCCCOc1ccc(C(C)(C)c2ccccc2)cc1
 : -26%, -29%, -3%
> COC(=O)C1=C(C)NC(=O)NC1c1ccc(OC)c(OC)c1 (stereo unspecified)
 : -16%, 1%, /
> COc1cccc(-n2c(SCC(N)=O)nc3c(oc4ccccc43)c2=O)c1
 : -27%, ?, -1%
> OC(c1ccc(F)cc1)c1nc(-c2csc3ccccc23)cs1 (stereo unspecified)
 : 26µM*, 18µM*, /

# Other compounds follow:
# Every second line gives: DT40 TDP1 no CPT, TDP1 cell CPT, KAT2A inh
> COc1ccccc1CCn1cc(C#N)c(=O)[nH]c1=O
 : -17%, 1%, -17%
> Cc1nc(Nc2ccncc2)c2oc3ccccc3c2n1
 : 12µM*, 10µM*, 0%
> O=C(c1ccc(S(=O)(=O)N2CCOCC2)cc1)N(c1ccccn1)C1CCCCC1
 : ?, ?, -8%
> COc1ccc(-c2nc3cnc(OC)nc3n(C[C@H]3CCCO3)c2=O)cc1
 : -6%, 5%, -10%
> O=C(O)[C@@H]1CCCC[C@@H]1C(=O)N1CCc2ccccc2C1CN1C(=O)c2ccccc2C1=O (stereo partly specified)
 : -17%, 2%, 1%
> CC1CCCCN1c1ncnc2ccccc12 (stereo unspecified)
 : 10µM*, 23µM*, 2%
> NC(=O)CC(NC(=O)Cc1ccc(Br)cc1)c1ccc(N2CCC(N3CCCC3)CC2)c([N+](=O)[O-])c1 (stereo unspecified)
 : -16%, -5%, 1%
> O=C(NCc1nc2ccccc2[nH]1)C1=C[C@@H](C2CCCCC2)C[C@@H](OCCCCO)O1
 : 15µM*, 21µM*, 0%
> COc1ccccc1NC(=O)CCC(=O)N/N=C(/C)c1ccc(C)cc1
 : 11%, 24%, -1%
> O=C(Nc1ccc(C(=O)NCCCN2CCCCC2)cc1)C1=CSCCO1
 : -25%, -1%, -20%
> Nc1cc(N2CCCCC2)c(Cl)cc1[N+](=O)[O-]
 : -19%, -23%, 5%
> Cc1ccc(S(=O)(=O)N2C[C@@]3(O)Cn4c(=O)ccc(=O)n4C[C@@]3(OC(=O)NCc3ccccc3F)C2)cc1
 : -20%, 0%, /
> S=C1NC2=C(CCCC2=C2SCCCS2)C(c2ccccc2)N1 (stereo unspecified)
 : ?, ?, -2%
> Nc1nnc(CCN2C(=O)CSC2=O)s1
 : 0%, ?, -2%
> Cn1c(=O)c(C(=O)NCc2ccc(F)cc2)c(O)c2ccccc21
 : -23%, ?, -3%
> CCCC(c1nnnn1Cc1ccc(OC)cc1)N1CCN(C(=O)c2ccco2)CC1 (stereo unspecified)
 : -19%, -27%, 1%
> CCOC(=O)C1=CC[C@@H](c2ccccc2)N(S(=O)(=O)c2ccc(C)cc2)[C@H]1c1cccc(OC)c1
 : ?, 23µM*, /
> O=C(COC(=O)c1ccccc1Cl)NCc1ccco1
 : 2%, 0%, -25%
> CCOc1cccc(OCCOc2ccccc2[N+](=O)[O-])c1
 : ?, -18%, -20%
> Cn1c(Cc2ccccc2)nnc1SCc1ccc(C(=O)O)cc1
 : 1%, 3%, -6%

# More compounds:
# Every second line gives: DT40 TDP1 no CPT, TDP1 cell CPT, KAT2A inh
> O=C(c1cc(=O)[nH]c2ccccc12)N1CCN(S(=O)(=O)c2ccc3ccccc3c2)CC1
 : ?, ?, -11%
> Cc1ccc(S(=O)(=O)NCC(=O)N2CCN(S(=O)(=O)c3ccc(Cl)cc3)CC2)cc1C
 : -30%, 11%, -4%
> CC(=O)Nc1ccc(NC(=O)[C@@H]2CCCC[C@@H]2C(=O)O)cc1
 : -2%, 5%, -8%
> CCc1ccc2oc(C(=O)Nc3ccccc3C(=O)OC)cc(=O)c2c1
 : ?, -12%, 2%
> CC(C)c1ccc(NC(=O)CSc2nc3ncccc3[nH]2)cc1
 : 26µM*, ?, 1%
> COC(C[C@H]1O[C@H]1C(=O)COCc1ccccc1)OC
 : ?, ?, -3%
> Cc1ccccc1OCCSc1nnc(-c2cccs2)o1
 : ?, -23%, -18%
> Cc1cc(C)cc(OCC(=O)NCC(c2ccc(Cl)cc2)N2CCCCC2)c1 (stereo unspecified)
 : 16µM*, 21µM*, -7%
> Cc1cc(C)cc(N=c2c([N+](=O)[O-])nn(-c3ccc4c(c3)OCCO4)n2O)c1
 : 2.9µM*, 2.6µM*, -14%
> COc1ccc(/C=C/C(=O)OCc2cc(=O)n3c(n2)sc2ccccc23)cc1
 : ?, -12%, -20%
> COc1ccc(C)cc1NC(=O)CSc1nc(SC)ns1
 : ?, ?, -2%
> Cc1ccc(OCC(=O)c2cc(C)n(C3CC3)c2C)c([N+](=O)[O-])n1
 : 23µM*, ?, 18%
> COc1ccc(CC(=O)c2ccc(OC)c(OC)c2)cc1
 : -28%, -7%, -4%
> COc1cccc(NC(=O)Cn2c(=O)n(-c3ccccc3)c(=O)c3c2c2cc(OC)ccc2n3C)c1
 : -9%, -13%, -1%
> CCOc1ccccc1NC(=O)c1ccccc1NC(=O)c1ccco1
 : ?, 5%, -1%
> COc1cccc(-n2ccnc2SCC(=O)Nc2ccc(Cl)c(Cl)c2)c1
 : ?, -26%, 2%
